# mIAP block: blocks mouse intestinal alkaline phosphatase. inhibition, % at 10 µM. purified mouse IAP, CDP-Star luminescence, 30 min. hit rate 0.2% among 330,000;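 active = inhibition of at least 40% at 10 µM in the primary screen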;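 also: plate controls were DMSO with enzyme for no effect and no enzyme wells for full effect; values of inactives mirror those of a sister screen read the other way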
# hIAP act: human IAP activation. P09923. purified human IAP, CDP-Star luminescence, 30 min; stronger effect = higher value; 1 = vehicle-only enzyme, 0 = enzyme-free background. activation factor at 10 µM. hit rate 0.16% among 330,000. AID 2524;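 active = activation factor of the enzyme at least 2-fold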; also: the source names both 10 and 20 µM as test concentration; values of inactives mirror those of a sister screen read the other way
# ATG4B inhibitor: blocks human ATG4B protease cleavage of LC3 substrate | Q9Y4P1 | ATG4B cleavage of LC3-PLA2, NBD-HPC fluorescence, 1 h | inhibition, % at 8.33 µM | hit rate 0.51% among 340,000; in the data active = inhibition above about 40%
# TIM10 inh: inhibits growth of TIM10 yeast strain; inhibition, % at 10 µM; AID 463195; S. cerevisiae TIM10 strain growth, BacTiter-Glo luminescence, 24 h; hit rate 1.4% among 330,000;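 active = inhibition of 40% or more at the single tested concentration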;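 also: wild-type TIM10 isogenic control strain grown at permissive 25 °C; 0% = DMSO yeast wells and 100% = minimal medium wells without yeast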
# hIAP block: blocks human intestinal alkaline phosphatase | P09923 | purified IAP, CDP-Star luminescence, 30 min | inhibition, % at 10 µM | hit rate 0.12% among 330,000;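 active = inhibition reaching a set limit with compound at 10 µM in the primary screen, cut at about 35% in these data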;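 also: plate controls were DMSO wells with enzyme for no effect and no-enzyme buffer wells for full effect; values of inactives mirror those of a sister screen read the other way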
# Apaf1 inhib: inhibitors of human Apaf-1 apoptosome | O14727 | inhibition, % at 20 µM | AID 489030 | hit rate 0.71% among 330,000 | reconstituted apoptosome caspase-3 activity, DEVD-Rh110 fluorescence; active = inhibition of at least 40% at 20 µM;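 also: plate controls were DMSO wells for no effect and DEVD-CHO caspase inhibitor wells for full effect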
# Target sequence (O14727 whole entry, looked up): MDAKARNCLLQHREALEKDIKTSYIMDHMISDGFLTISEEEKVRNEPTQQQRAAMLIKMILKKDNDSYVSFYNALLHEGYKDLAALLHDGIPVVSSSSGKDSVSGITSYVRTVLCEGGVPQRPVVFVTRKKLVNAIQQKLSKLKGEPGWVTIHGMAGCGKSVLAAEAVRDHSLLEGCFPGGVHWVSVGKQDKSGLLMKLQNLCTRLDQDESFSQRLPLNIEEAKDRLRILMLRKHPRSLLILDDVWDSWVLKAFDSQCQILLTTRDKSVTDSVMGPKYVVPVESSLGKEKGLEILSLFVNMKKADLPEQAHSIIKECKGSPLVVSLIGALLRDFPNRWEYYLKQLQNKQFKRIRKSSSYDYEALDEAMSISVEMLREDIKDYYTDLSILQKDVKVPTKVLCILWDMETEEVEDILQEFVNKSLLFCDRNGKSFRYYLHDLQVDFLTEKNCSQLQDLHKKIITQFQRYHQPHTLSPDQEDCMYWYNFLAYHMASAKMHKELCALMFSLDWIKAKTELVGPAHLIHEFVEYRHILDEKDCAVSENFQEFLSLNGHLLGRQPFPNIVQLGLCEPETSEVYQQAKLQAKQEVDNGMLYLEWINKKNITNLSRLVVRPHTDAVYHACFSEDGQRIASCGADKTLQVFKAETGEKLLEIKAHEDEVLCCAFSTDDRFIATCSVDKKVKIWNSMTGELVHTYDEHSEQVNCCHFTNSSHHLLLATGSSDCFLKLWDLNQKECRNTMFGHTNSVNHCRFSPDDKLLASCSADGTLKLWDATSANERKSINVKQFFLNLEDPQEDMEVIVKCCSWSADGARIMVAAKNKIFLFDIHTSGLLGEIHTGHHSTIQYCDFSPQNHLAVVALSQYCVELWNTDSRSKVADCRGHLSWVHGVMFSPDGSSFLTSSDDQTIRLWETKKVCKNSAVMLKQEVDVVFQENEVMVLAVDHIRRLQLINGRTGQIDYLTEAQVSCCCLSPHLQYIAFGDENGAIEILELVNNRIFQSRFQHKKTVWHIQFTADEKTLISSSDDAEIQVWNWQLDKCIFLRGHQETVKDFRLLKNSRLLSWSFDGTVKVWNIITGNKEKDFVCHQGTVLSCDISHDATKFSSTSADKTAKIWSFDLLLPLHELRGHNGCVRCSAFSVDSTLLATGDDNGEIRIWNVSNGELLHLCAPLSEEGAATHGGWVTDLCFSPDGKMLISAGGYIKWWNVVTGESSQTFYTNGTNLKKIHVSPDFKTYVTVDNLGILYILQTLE
#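 Assay system: Apoptosome proteins | Medium: pH 7.5 Hepes buffer with CHAPS, BSA, DTT | Also added: Cytochrome c and DEVD-Rh110 substrate | Times: 30 min plus 50 min, RT | Detection: Rhodamine 110 fluorescence at Ex 480/Em 540 nm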
# mIAP activ: increases mouse intestinal alkaline phosphatase activity | muIAP, CDP-Star luminescence, 30 min; stronger effect = higher value; 1 = vehicle-only enzyme signal, 0 = enzyme-free wells | activation factor at 10 µM | hit rate 0.24% among 330,000;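 active = activation factor of at least 2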; also: the source names both 10 and 20 µM as test concentration; values of inactives mirror those of a sister screen read the other way
#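 System: Mouse IAP enzyme | Also added: CDP-Star substrate | Dosing: Compounds dispensed in DMSO | Schedule: 30 min enzyme-substrate-compound incubation at room temperature | Technique: Chemiluminescence readout | Control set: DMSO-only wells and no-enzyme negative control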
# tim10-1 inh: tim10-1 yeast growth inhibition; S. cerevisiae tim10-1 ts strain growth, BacTiter-Glo, 24 h; inhibition, % at 20 µM; hit rate 2.2% among 330,000; AID 463190;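 active = inhibition of at least 40%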;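 also: mutant grown at 25 °C; 0% = DMSO wells with yeast and 100% = wells holding no yeast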
# NLRP3 yeast inh: inhibitors of NALP3 inflammasome in yeast; Yeast reconstituted NLRP3/ASC/caspase-1, beta-gal luminescence, 24 h; inhibition, % at 10 µM; hit rate 0.39% among 330,000; AID 2825;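 active = inhibition of 50% or more; inactive = inhibition below 50%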;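 also: plate controls were induced DMSO wells for no effect and uninduced yeast grown without galactose for full effect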
# Numbers without * were called inactive; · = no result given. These rows are one share of the data; count on the stated rates, not on these rows.
# Values run as follows: mIAP block	hIAP act	ATG4B inhibitor	TIM10 inh	hIAP block	Apaf1 inhib	mIAP activ	tim10-1 inh	NLRP3 yeast inh
CC1=CC(=C2C(=O)NC(=S)NC2=O)C=C(C(F)(F)F)N1CCc1ccccc1
 : 8	0.96	·	-22	4	-2	0.92	4	4
CCOC(=O)C(NC(=O)CC)(Nc1ccc(C(O)(C(=O)OCC)C(F)(F)F)cc1C)C(F)(F)F (stereo not drawn)
 : 0	1	-8	6	-1	2	1	10	10
CCC(=O)OC1(c2cccc(C)c2)CC(C)N(C)CC1C (stereo not drawn)
 : 3	1.2	-4	-1	-16	0	0.97	11	8
Cc1cc(C(=O)CN2CCCC2)c(C)n1-c1ccc(F)cc1
 : -8	1	-5	-3	-3	-11	1.1	4	4
C[N+]12CCC(CC1)C(C(O)(c1ccccc1)c1cccs1)C2 (stereo not drawn)
 : 3	0.98	2	5	2	0	0.97	-2	1
CCN1CCC(O)(c2ccccc2)C(C(=O)c2ccccc2)C1 (stereo not drawn)
 : 3	0.97	-7	9	3	-2	0.97	-3	9
O=P1(Nc2ccc(F)cc2)COc2ccccc2OC1
 : -7	0.89	-1	1	11	-14	1.1	16	13
CN1C(=O)C(c2ccc([N+](=O)[O-])cc2[N+](=O)[O-])C(=O)N(C)C1=O
 : 9	0.89	-4	11	11	13	0.91	-10	22
N#CC(C#N)=Cc1ccc(O)c(O)c1
 : 46*	0.67	-2	1	33	-8	0.54	22	4
N/C(=N\[N+](=O)[O-])N1CCN(C(=O)c2ccccc2)CC1
 : -2	1	14	-11	-3	0	1	3	2
O=C(O)c1cccc(N=Nc2c(O)[nH]c(=O)[nH]c2=O)c1
 : 4	1	5	-14	-4	-2	0.96	1	9
Cc1ccc(S(=O)(=O)N2CCCCC2)cc1NC(=O)CN1CC=C(c2ccccc2)CC1
 : -4	0.86	-16	6	14	9	1	-4	12
CCCCN1C(=O)NC(=O)C2(Cc3c(nc4c(C)cccn4c3=O)N3CCc4ccccc4C32)C1=O (stereo not drawn)
 : 4	1.1	-22	34	-6	29	0.96	27	-3
CCn1c(O)c(C=Nc2ccc(N3CCOCC3)cc2)c(=O)n(CC)c1=S
 : 2	0.94	-15	8	6	-4	0.98	18	15
COc1ccc(C2N(c3cc(C)on3)C(=O)C3CCCN32)cc1 (stereo not drawn)
 : 3	0.9	-7	-24	10	-8	0.97	3	-6

# 2 entries from above, set out differently:
> CC1=CC(=C2C(=O)NC(=S)NC2=O)C=C(C(F)(F)F)N1CCc1ccccc1
  mIAP block: 8
  hIAP act: 0.96
  ATG4B inhibitor: ·
  TIM10 inh: -22
  hIAP block: 4
  Apaf1 inhib: -2
  mIAP activ: 0.92
  tim10-1 inh: 4
  NLRP3 yeast inh: 4
> O=C(O)c1cccc(N=Nc2c(O)[nH]c(=O)[nH]c2=O)c1
  mIAP block: 4
  hIAP act: 1
  ATG4B inhibitor: 5
  TIM10 inh: -14
  hIAP block: -4
  Apaf1 inhib: -2
  mIAP activ: 0.96
  tim10-1 inh: 1
  NLRP3 yeast inh: 9

# Continuation:
# Values run as follows: mIAP block	hIAP act	ATG4B inhibitor	TIM10 inh	hIAP block	Apaf1 inhib	mIAP activ	tim10-1 inh	NLRP3 yeast inh
CCCCn1c(O)c(C(CC)=Nc2ccc(C(=O)O)cc2)c(=O)[nH]c1=O
 : 0	1	-9	-3	0	3	1	0	17
Cn1cc(C(=O)NC2CC2)c2ccccc21
 : -2	1	1	-18	-1	9	1	1	13
O=c1c2ccccc2nc(-c2ccccc2)n1-c1ccccc1O
 : -2	0.93	28	22	7	-3	1	16	-1
C#C[C@]1(O)CCC2C3C(CC[C@@]21C)[C@@]1(C)CC[C@@H](O)CC1=C[C@H]3O (stereo partly drawn)
 : -4	0.94	-6	-9	6	4	1	-1	28
COC(=O)C1=C(c2ccc(OC)c(OC)c2)C[C@@H]2CC[C@H]1N2C(=O)NC1CC1
 : 9	0.92	6	1	8	6	0.91	0	10
C=CCNC(=O)c1c(N)n(CCN2CCOCC2)c2nc3ccccc3nc12
 : 4	0.97	-30	18	3	-17	0.96	10	22
CCCn1c(C(=O)c2ccccc2OC)nc2ccccc21
 : -2	0.91	15	28	9	6	1	33	-6
CCC(CO)Nc1ccc([N+](=O)[O-])c2cccnc12 (stereo not drawn)
 : 23	0.89	5	3	11	13	0.77	20	32
C1=C(c2c[nH]c3ccccc23)CCN(Cc2ccccc2)C1
 : 1	0.98	1	20	2	0	0.99	13	26
COC(=O)C1=C(c2ccccc2OCc2ccccc2)C[C@@H]2CC[C@H]1N2C(=O)NCCOc1ccccc1Cl
 : -28	1	1	18	-4	22	1.3	25	13
CC(=O)NC(=O)NC(C)Cc1ccccc1 (stereo not drawn)
 : 4	1	-2	4	-2	-10	0.96	19	18
Cc1ccc(C(=O)Nc2ccc(Cl)cc2C(=O)c2ccccc2)cc1
 : 1	1.1	4	28	-11	3	0.99	36	13
CC(=O)O[C@@H]1/C=C/[C@](C)(O)C[C@@H](C)C/C=C/[C@H]2[C@H](O)[C@@](C)(O)[C@@H](C)[C@H]3[C@H](Cc4ccccc4)NC(=O)[C@@]312
 : 17	0.86	-12	3	14	-8	0.83	9	-1
COc1cccc(-n2c(O)c(C=NCCN3CCNCC3)c(=O)[nH]c2=S)c1
 : 12	0.95	0	-4	5	2	0.88	3	14
COc1ccc2c(c1)[C@]13CCCCC1C(C2)N(C)CC3 (stereo partly drawn)
 : 1	0.86	6	-1	14	-6	0.99	-5	19
CCc1ccc(CNCCc2c[nH]c3ccccc23)cc1
 : -1	1	3	6	-4	18	1	27	34
N#CCCn1cc(C(=O)NCc2ccccc2)c(-c2ccccc2)n1
 : 0	0.95	2	12	5	-22	1	8	2
CC(=O)O[C@H]1C(=O)[C@@]2(C)C([C@H](OC(=O)c3ccccc3)[C@]3(O)C[C@H](O)C(C)=C1C3(C)C)[C@]1(OC(C)=O)CO[C@@H]1C[C@H]2O (stereo partly drawn)
 : 11	0.91	-17	1	9	-16	0.89	4	6
COc1ccc(OCC(=O)N2CCN(Cc3ccc4c(c3)OCO4)CC2)cc1
 : -13	1.1	1	17	-7	-14	1.1	11	9
O=C(O)CC[N+](=O)[O-]
 : -1	1.1	5	3	-5	-13	1	-4	21
O=C1C(c2ccccc2)=C(N2CC2)c2ccccc21
 : 8	0.95	-2	8	5	6	0.92	21	32
CN1CCN(c2ccc(N)cc2Cl)CC1
 : -3	0.88	-2	-10	12	-1	1	-13	10
COc1ccc(NC(=O)CN(C)C(=O)CSC(c2ccccc2)c2ccccc2)cc1
 : -16	0.95	5	-14	5	13	1.2	14	12
CC(=O)c1ccc(OC(NC(=O)Cc2ccccc2)C(Cl)(Cl)Cl)cc1 (stereo not drawn)
 : 2	0.98	1	15	2	-1	0.98	11	3
CCOc1cc(-c2nc3c(C)cccn3c2NCC2CCCO2)ccc1O (stereo not drawn)
 : -1	0.98	-1	31	2	-2	1	22	3
CN(C)c1ccc(/C=C2\CC3C4CC=C5CC(O)CCC5(C)C4CCC3(C)C2=O)cc1 (stereo not drawn)
 : 4	1.1	-12	9	-11	-8	0.95	1	6
Cn1c(O)c(C=NCCCNC2CCCCC2)c(=O)n(C)c1=O
 : 0	0.87	3	9	13	0	1	-6	16
CC(CO)(CO)N=Cc1c(O)n(-c2cccc3ccccc23)c(=O)[nH]c1=O
 : -17	1.1	-5	4	-13	7	1.2	-2	13
CCn1c(O)c(N=Nc2ccc(S(=O)(=O)N3CCOCC3)cc2)c(=O)n(CC)c1=S
 : 22	0.89	9	1	12	2	0.78	11	41
CC(=NCc1ccc2c(c1)OCO2)c1c(O)n(C)c(=O)n(C)c1=O
 : 12	1	-3	10	-2	2	0.88	24	-1
CC(=O)CC(=O)C1C(=O)N(C)C(=O)N(C)C1=O
 : -9	1.1	1	-20	-6	-5	1.1	-16	-9
CCOP(=O)(OCC)C(O)c1ccc(OC)cc1 (stereo not drawn)
 : 6	1	-2	11	-2	-16	0.94	-5	14
Cc1ccc2c(CN3CC=C(c4ccccc4)CC3)cc(=O)oc2c1C
 : 8	1.1	38	-6	-8	3	0.92	-8	3
COc1cccc(C(=O)N2CCC3(CC2)OCCO3)c1
 : -13	1.1	4	-10	-8	9	1.1	-29	12
CCC1(C(=O)c2ccc(C)cc2)C2c3ccccc3OC(=O)C21C(=O)O (stereo not drawn)
 : -3	1.1	-2	2	-6	5	1	14	-5
CCC(CO)(C(=O)OC1C[N+]2(C)CCC1CC2)c1ccccc1 (stereo not drawn)
 : 11	0.94	2	19	6	-6	0.89	-2	16
CC/C(=N\N1CCCCCC1)c1c(O)n(-c2ccccc2C)c(=O)[nH]c1=O
 : 7	0.95	-3	8	5	9	0.93	16	7
CCc1ccc(NC2=NCCCS2)cc1
 : -4	0.84	2	4	16	-7	1	-9	22
CCCNC(=O)N1[C@H]2CC[C@@H]1C(C(=O)OC)=C(c1ccc(F)cc1F)C2
 : -14	0.84	-16	-7	16	-5	1.1	6	15
CN1CCN(c2nccc3c2ncn3C)CC1
 : -3	0.78	-8	-8	22	-2	1	10	12
CN1CCN(c2ccc(C=O)cc2)CC1
 : -4	0.78	-3	-4	22	2	1	11	12

# Grouped by structure: the entries above containing a halogen.
# Values run as follows: mIAP block	hIAP act	ATG4B inhibitor	TIM10 inh	hIAP block	Apaf1 inhib	mIAP activ	tim10-1 inh	NLRP3 yeast inh
CC1=CC(=C2C(=O)NC(=S)NC2=O)C=C(C(F)(F)F)N1CCc1ccccc1
 : 8	0.96	·	-22	4	-2	0.92	4	4
CCOC(=O)C(NC(=O)CC)(Nc1ccc(C(O)(C(=O)OCC)C(F)(F)F)cc1C)C(F)(F)F (stereo not drawn)
 : 0	1	-8	6	-1	2	1	10	10
Cc1cc(C(=O)CN2CCCC2)c(C)n1-c1ccc(F)cc1
 : -8	1	-5	-3	-3	-11	1.1	4	4
O=P1(Nc2ccc(F)cc2)COc2ccccc2OC1
 : -7	0.89	-1	1	11	-14	1.1	16	13
COC(=O)C1=C(c2ccccc2OCc2ccccc2)C[C@@H]2CC[C@H]1N2C(=O)NCCOc1ccccc1Cl
 : -28	1	1	18	-4	22	1.3	25	13
Cc1ccc(C(=O)Nc2ccc(Cl)cc2C(=O)c2ccccc2)cc1
 : 1	1.1	4	28	-11	3	0.99	36	13
CN1CCN(c2ccc(N)cc2Cl)CC1
 : -3	0.88	-2	-10	12	-1	1	-13	10
CC(=O)c1ccc(OC(NC(=O)Cc2ccccc2)C(Cl)(Cl)Cl)cc1 (stereo not drawn)
 : 2	0.98	1	15	2	-1	0.98	11	3
CCCNC(=O)N1[C@H]2CC[C@@H]1C(C(=O)OC)=C(c1ccc(F)cc1F)C2
 : -14	0.84	-16	-7	16	-5	1.1	6	15

# From PubChem BioAssay
